Screening data (PubChem)
PhoP GFP inhibition = Inhibition of PhoP regulon, Salmonella typhi GFP reporter cells, confirmation, 4 h (AID 1850); inhibition, % at 50 µM; hits with a dose series show IC50 in µM; Salmonella Typhi PhoP-promoter GFP reporter, fluorescence, 4 h; higher % means a stronger effect; actives 0.33% (n = 310,000); in the data active = a potency from the dose series; inconclusive = inhibition mostly from about 25% at the one dose, without a potency; inactive = the rest, 99 in 100 with inhibition below about 19%;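 note: 0% = induced wells with vehicle and 100% = uninduced wells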
influenza NS1A = NS1A inhibition, H1N1 influenza, cell based functional assay (AID 504329); inhibition, % at 12.5 µM, or IC50 in µM where a hit was titrated; NS1A functional cell-based assay, percent inhibition; higher % means a stronger effect; actives 0.3% (n = 340,000); in the data active = a potency from the dose series; inconclusive = inhibition above about 27% without an active follow-up result; note: strong numbers were not always called active
M. tuberculosis = growth inhibition of non-replicating M. tuberculosis (AID 488890); actives 0.39% (n = 320,000); Mycobacterium tuberculosis non-replicating, growth inhibition; higher % means a stronger effect; one-dose inhibition, % at 25 µM; IC50 in µM for titrated hits; in the data active = a potency from the dose series; inconclusive = inhibition mostly from about 82% at the one dose, without a potency; inactive = the rest, 99 in 100 with inhibition below about 76%;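 note: plate controls were DMSO cells for no effect and high antibiotic wells for full effect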
VEEV TC-83 Vero = inhibitors of VEEV TC-83 cytopathic effect, confirmation, Vero cells (AID 588727); actives 0.13% (n = 350,000); Vero cells, VEEV TC-83 cytopathic effect inhibition; higher % means a stronger effect; inhibition, % at 20 µM; hits with a dose series show IC50 in µM; in the data active = a potency from the dose series; inconclusive = inhibition mostly from about 14% at the one dose, without a potency; inactive = the rest, 99 in 100 with inhibition below about 12%; note: strong numbers were not always called active
M. tuberculosis HTS = M. tuberculosis growth inhibition, HTS (AID 449762) | M. tuberculosis H37Rv growth inhibition, 7H9 media; higher % means a stronger effect | inhibition, % at 25 µM, or IC50 in µM where a hit was titrated | actives 0.59% (n = 330,000); in the data active = a potency from the dose series; inconclusive = inhibition above about 70% without an active follow-up result;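 note: bacterial growth assessed after seven days of incubation; strong numbers were not always called active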
VEEV TC-83 Vero 10K pilot screen = further read-out of VEEV TC-83 Vero, marked with its call; inhibition, %; measured here: 10K pilot screen inhibition
* hit, by the source's call; i = inactive; ? = inconclusive; . = no result given; & = joins results of further samples.

The first 16 compounds, ahead of the listing:
SMILES	PhoP GFP inhibition	influenza NS1A	M. tuberculosis	VEEV TC-83 Vero	M. tuberculosis HTS	others
CCN1CCN(c2ccc(NC(=O)CCc3c(C)nc4c(-c5ccccc5)c(C)nn4c3C)cc2)CC1	7%	13%	.	8.0%	30%
CCCCSc1nc2c(cnn2-c2ccc(Cl)cc2)c(=O)[nH]1	-13%	6%	0%	i	-1%
O=c1cc(CSc2ccc(Cl)cc2)nc2nc[nH]n12	-9%	24%	21%	1.1%	-6%	VEEV TC-83 Vero 10K pilot screen=1.3
Cc1cc(NC(=O)C2CCN(S(=O)(=O)c3c(C)noc3C)CC2)ccc1Br	-22%	3%	4%	?	9%
Cc1nn(-c2ccccc2)c(C)c1C(=O)OC/C(O)=C(\C#N)c1nc2ccccc2[nH]1	-6%	3%	-14%	7.9%	-5%
COc1ccccc1CNC(=O)C1CC(=O)N(C2CCCC2)C1 (stereo not drawn)	7%	-7%	-6%	i	-4%
CCc1cccc(C)c1NC(=O)c1ccccc1	15%	5%	-4%	0.4%	-3%
Cc1nc(-c2ccccc2)sc1C(=O)CSc1ccc(Br)cc1	5%	-15%	32%	0.8%	-5%
Cc1ccc(CN2C(=O)CCC2C(=O)NCCN(CC(C)C)CC(C)C)cc1 (stereo not drawn)	20%	-5%	16%	i	0%
Fc1ccc2c(c1)c1n[nH]c(=S)nc1n2CCc1ccccc1	.	11%	.	0.4%	.
CC(NC(=O)COC(=O)/C=C/c1cccc(C(F)(F)F)c1)c1ccccc1 (stereo not drawn)	-3%	-8%	34%	1.1%	5%	VEEV TC-83 Vero 10K pilot screen=3.5
N/C(Cc1ccc([N+](=O)[O-])cc1)=N\OC(=O)COc1cccc2ccccc12	-6%	1%	15%	1.4%	5%
O=C(CN1C(=O)c2ccccc2S1(=O)=O)c1ccc(F)c(F)c1	-6%	-8%	0%	i	-12%
COc1cc2ncnc(NCCc3ccccc3)c2cc1OC	-2%	1%	29%	0.2%	-2%
Cc1nnc(NN2CCOCC2)[nH]c1=O	-6%	.	1%	0.6%	-6%
Cc1cc2ccccc2c(=O)n1CC(=O)N(C)c1ccc(F)cc1	-1%	6%	-2%	3.2%	3%

The list itself, from the start:
SMILES	PhoP GFP inhibition	influenza NS1A	M. tuberculosis	VEEV TC-83 Vero	M. tuberculosis HTS	others
CCN1CCN(c2ccc(NC(=O)CCc3c(C)nc4c(-c5ccccc5)c(C)nn4c3C)cc2)CC1	7%	13%	.	8.0%	30%
CCCCSc1nc2c(cnn2-c2ccc(Cl)cc2)c(=O)[nH]1	-13%	6%	0%	i	-1%
O=c1cc(CSc2ccc(Cl)cc2)nc2nc[nH]n12	-9%	24%	21%	1.1%	-6%	VEEV TC-83 Vero 10K pilot screen=1.3
Cc1cc(NC(=O)C2CCN(S(=O)(=O)c3c(C)noc3C)CC2)ccc1Br	-22%	3%	4%	?	9%
Cc1nn(-c2ccccc2)c(C)c1C(=O)OC/C(O)=C(\C#N)c1nc2ccccc2[nH]1	-6%	3%	-14%	7.9%	-5%
COc1ccccc1CNC(=O)C1CC(=O)N(C2CCCC2)C1 (stereo not drawn)	7%	-7%	-6%	i	-4%
CCc1cccc(C)c1NC(=O)c1ccccc1	15%	5%	-4%	0.4%	-3%
Cc1nc(-c2ccccc2)sc1C(=O)CSc1ccc(Br)cc1	5%	-15%	32%	0.8%	-5%
Cc1ccc(CN2C(=O)CCC2C(=O)NCCN(CC(C)C)CC(C)C)cc1 (stereo not drawn)	20%	-5%	16%	i	0%
Fc1ccc2c(c1)c1n[nH]c(=S)nc1n2CCc1ccccc1	.	11%	.	0.4%	.
CC(NC(=O)COC(=O)/C=C/c1cccc(C(F)(F)F)c1)c1ccccc1 (stereo not drawn)	-3%	-8%	34%	1.1%	5%	VEEV TC-83 Vero 10K pilot screen=3.5
N/C(Cc1ccc([N+](=O)[O-])cc1)=N\OC(=O)COc1cccc2ccccc12	-6%	1%	15%	1.4%	5%
O=C(CN1C(=O)c2ccccc2S1(=O)=O)c1ccc(F)c(F)c1	-6%	-8%	0%	i	-12%
COc1cc2ncnc(NCCc3ccccc3)c2cc1OC	-2%	1%	29%	0.2%	-2%
Cc1nnc(NN2CCOCC2)[nH]c1=O	-6%	.	1%	0.6%	-6%
Cc1cc2ccccc2c(=O)n1CC(=O)N(C)c1ccc(F)cc1	-1%	6%	-2%	3.2%	3%
Cc1ccccc1NC(=O)c1cc(S(=O)(=O)N2CCOCC2)cn1C	3%	5%	-4%	1.3%	-6%	VEEV TC-83 Vero 10K pilot screen=1.7
N#Cc1nc(-c2cccs2)oc1NCc1ccccc1Cl	2%	5%	40%	6.0%	63%
COc1ccc(C(O)Cn2ccsc2=NC(C)=O)cc1 (stereo not drawn)	4%	4%	-9%	0.3%	7%
Cc1ccc(NC(=O)CN2CCCC2)cc1Br	4%	-3%	1%	0.8%	1%
O=C(COC(=O)c1ccc(F)cc1F)c1ccc[nH]1	.	5%	.	1.4%	.
CS(=O)(=O)c1ccccc1-c1nc(-c2cc(C(F)(F)F)cc(C(F)(F)F)c2)no1	-6%	3%	5%	7.7%	3%
Cc1cccc(C)c1N=C1NN=C(c2ccccc2F)CS1	-8%	0%	1%	i	12%
Cc1ccc(N(C(=O)CNC(=O)c2ccco2)C(C(=O)NCC2CCCO2)c2ccccc2)cc1 (stereo not drawn)	-8%	-1%	-15%	6.5%	-14%	VEEV TC-83 Vero 10K pilot screen=2.7
Cc1ccccc1CC(=O)Nc1ccc(S(=O)(=O)N2CCN(C)CC2)cc1	22%	25%	6%	0.7%	3%
O=C(COc1ccc(=O)n(-c2ccccc2)n1)Nc1ccccc1	0%	-2%	3%	0.8%	0%
O=C(CNC(=O)c1ccc(Cl)cc1)OCCN1C(=O)c2ccccc2C1=O	.	-12%	-2%	1.4%	-10%
COc1cc(NC(=O)NCC2CCN(Cc3ccccc3C)CC2)cc(OC)c1OC	13%	-1%	-2%	i	10%
CCC(C)[C@H](NC(=O)Nc1ccc(S(N)(=O)=O)cc1)C(=O)O (stereo partly drawn)	-1%	-5%	0%	0.3%	-7%
O=C(CCN1C(=O)c2ccccc2S1(=O)=O)NCc1ccco1	2%	7%	-4%	0.5%	8%
O=C(Cc1cccc(C(F)(F)F)c1)OCC(=O)N1CCN(S(=O)(=O)c2ccc(Cl)cc2)CC1	2%	-3%	8%	4.4%	4%
CC(C)CC(=O)/C=C/n1c(=S)oc2ccccc21	-15%	0%	?	10%	?	VEEV TC-83 Vero 10K pilot screen=9.7
C/C(=N/NC(=O)CCc1c(C)n[nH]c1C)c1cccc([N+](=O)[O-])c1	8%	3%	-22%	1.0%	-4%
COc1ccc2[nH]c(CN3CCN(CC(C)C)C(CCO)C3)c(C)c2c1 (stereo not drawn)	5%	6%	8%	0.1%	-4%
N=c1c(C(=O)NCc2ccc(F)cc2)cc2c(=O)n3ccccc3nc2n1CC1CCCO1 (stereo not drawn)	-10%	-14%	7%	10%	-2%
COC(=O)N1C(c2ccccc2)C1c1ccccc1 (stereo not drawn)	1%	.	-3%	1.4%	-6%
O=C(CSc1nc2ccccc2c(=O)n1Cc1ccco1)N1CCCCCC1	0%	12%	28%	i	3%
O=C(C[n+]1ccccc1)N/N=C/c1cccs1	-2%	-10%	14%	1.8%	9%
COCCCNC(=O)[C@H]1N2C(=O)c3ccccc3C2SC1(C)C (stereo partly drawn)	-5%	-4%	-8%	0.4%	-3%
Cc1ccc(C)c(NC(=O)COC(=O)CNC(=O)C2CCCCC2)c1	.	-11%	-14%	1.5%	8%

For convenience, part of the list above.
SMILES	PhoP GFP inhibition	influenza NS1A	M. tuberculosis	VEEV TC-83 Vero	M. tuberculosis HTS	others
O=C(Cc1cccc(C(F)(F)F)c1)OCC(=O)N1CCN(S(=O)(=O)c2ccc(Cl)cc2)CC1	2%	-3%	8%	4.4%	4%
CC(C)CC(=O)/C=C/n1c(=S)oc2ccccc21	-15%	0%	?	10%	?	VEEV TC-83 Vero 10K pilot screen=9.7

(list continues)
SMILES	PhoP GFP inhibition	influenza NS1A	M. tuberculosis	VEEV TC-83 Vero	M. tuberculosis HTS	others
Cc1cc(Br)ccc1NC(=O)CNC(=O)CN1C(=O)NC2(CCCCCC2)C1=O	-6%	-3%	-3%	i	-8%
CCOC(=O)N1CCN(c2c(NCc3ccccc3OC)c(=O)c2=O)CC1	-2%	-5%	.	i	4%
CC(NC(=O)NC1CCCCC1)c1ccccc1 (stereo not drawn)	-7%	-8%	5%	1.5%	-3%
COc1ccc(Br)c(C(=O)Nc2cccc(Cl)c2Cl)c1	-3%	-11%	14%	0.2%	4%
O=C1OCCN1C(=O)[C@H]1[C@H](c2ccc(Cl)cc2)C(c2ccc(F)cc2)=NN1c1ccccc1	.	-11%	.	2.2%	.
COc1ccc(OC)c2c1CCC1NCCOC21 (stereo not drawn)	11%	9%	24%	i	3%
Cc1cccc(NC(=O)CSc2ncnc3sc(C)cc23)c1	4%	-3%	26%	0.6%	-7%
CN(CCNC(=O)C1CC(=O)N(c2ccc(F)c(Cl)c2)C1)Cc1ccccc1 (stereo not drawn)	5%	8%	4%	0.5%	-2%
COc1ccc(C2=NOC(C(=O)Nc3cccnc3)C2)cc1OC (stereo not drawn)	7%	0%	-15%	3.4%	3%
O=C(N/N=C/C1CC2C=CC1C2)c1ccccc1O (stereo not drawn)	0%	-27%	9%	0.8%	-1%
COC(=O)C1=C(C)OC(N)=C(C#N)C1c1ccccc1 (stereo not drawn)	2%	-7%	-13%	2.8%	-9%
CC(C)c1ccc(NC(=O)C(c2ccccc2)N2CCN(C(=O)c3ccco3)CC2)cc1 (stereo not drawn)	-1%	-4%	-14%	2.5%	-1%
CCOc1ccc(NC(=O)N(CCN(C)C)C(C)c2cccnc2)cc1 (stereo not drawn)	-6%	-3%	3%	5.4%	-6%
C[C@H](CO)N1C[C@H](C)[C@@H](CN(C)C(=O)Nc2ccccc2)Oc2c(NS(=O)(=O)c3cn(C)cn3)cccc2C1=O	.	-3%	-1%	0.3%	-4%
CCCn1c(N)c(C(=O)COC(=O)c2c(C)noc2C)c(=O)n(C)c1=O	-6%	0%	-5%	1.2%	-9%
O=C(O)CNC(=O)/C=C/c1ccc(Cl)cc1Cl	5%	-2%	11%	0.2%	-5%
COCC(C)n1c(C)cc(C(=O)COC(=O)c2nc3nc(C)cc(C)n3n2)c1C (stereo not drawn)	-3%	-20%	20%	i	-15%
CCc1nc2ccc(Br)cc2c(=O)n1-c1ccccc1C(F)(F)F	-8%	1%	27%	1.4%	4%
COc1cccc(CNCC(=O)NC(=O)NC2CCCC2)c1	.	-16%	45%	0.3%	7%
Cc1ccc(C(=O)COc2ccccc2-c2ccccc2)cc1C	-3%	-2%	7%	0.9%	5%
C#CCNC(=O)C1=C[C@H](C2CC2)C[C@H](OCCCCO)O1	-12%	-6%	0%	0.7%	-2%
CCc1nccn1S(=O)(=O)c1cc(OC)c(Cl)cc1OC	0%	-4%	2%	1.1%	-3%
Nc1nc(Cl)nc2c1ncn2[C@H]1C[C@H](O)[C@@H](CO)O1	6%&-2%	5%	16%	2.8%	?
COc1cc(NS(=O)(=O)c2ccc(NC(=O)c3cccs3)cc2)nc(OC)n1	-35%	0%	9%	i	13%
CCc1ccc(NC(=O)CCn2nc(C)c(S(=O)(=O)N3CCCCC3)c2C)cc1	0%	-4%	-3%	2.3%	-9%
Cc1ccc(S(=O)(=O)N(CC(=O)NCCSc2ccccn2)c2cc(C)cc(C)c2)cc1	0%	-2%	26%	7.5%	2%
COCCNC(=O)C(OC(=O)CC1Sc2ccccc2NC1=O)c1ccncc1 (stereo not drawn)	0%	6%	-18%	0.6%	-4%
COc1ccc(Cc2nnc(SCC(=O)NC3(C#N)CCCCC3)n2N)cc1	-4%	5%	-3%	i	-5%
O=C1CC(SCc2nc3ccccc3[nH]2)C(=O)N1c1ccc(Cl)cc1 (stereo not drawn)	8%	-6%	28%	0.7%	-3%
COc1ccc2c(c1)CCc1cnoc1-2	.	-10%	.	2.5%	.
Cc1ccc(CN2CCN(C(=O)C3CCC3)CC2)cc1	-4%	-1%	-2%	3.4%	1%
O=C(O)CCNc1ccc2c(c1)OCCO2	-2%	1%	5%	1.1%	2%
S=c1[nH]nc(-c2ccccc2)n1/N=C/c1ccc(-c2ccccc2Cl)o1	1%	-7%	22%	2.2µM*	5%	VEEV TC-83 Vero 10K pilot screen=69*
CN(C)/C=C1\C(=O)ON=C1c1ccccc1	-12%	-5%	-2%	i	-5%
CCc1ccc(NC(=O)C2CCCN(S(=O)(=O)c3c(C)[nH]c(=O)[nH]c3=O)C2)cc1 (stereo not drawn)	12%	2%	1%	i	-5%
CC(C)(C)c1ccc(-n2ncc3c2CCCC3NC(=O)c2cnccn2)cc1 (stereo not drawn)	-29%	-13%	17%	i	?
COc1cc(OC)cc(C(=O)NC(=S)Nc2ccc3c4c(cccc24)CC3)c1	-1%	-1%	14%	10.0%	4%
